# KDM5B inh – KDM5B demethylase inhibition; Q9UGL1; KDM5B demethylase, FDH-coupled NADH fluorescence (FDH is formaldehyde dehydrogenase); hit rate 2.6% among 220,000; Potency, µM (doses to about 57.7 µM), without a hit: at the highest dose activity change, negative = inhibition, usual class: inhibitors; active means well fitted inhibition curve with a large enough effect; inconclusive means small, poorly fitted or top-dose-only effect; inactive means no such curve, though single readings can be large or run the other way; further: 0% is about no effect; nearly all actives have a fitted effect of over 70% in size
#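 Here, H3K4me3 peptide (12.5 µM in substrate mix) is demethylated by KDM5BΔAP, 200 nM final, after 10 min compound exposure. Formaldehyde product is coupled through FDH (0.25 U/mL in mix) to NADH fluorescence; 30-min ΔRFU feeds dose-response curves.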
# Starred values were filed as active, the others as inactive; i = inactive; ? = inconclusive; [ ] = remark or other dose. Potency means the concentration at half of the fitted maximal effect. An excerpt. The share of hits here may be higher or lower than overall.
KDM5B inh	smiles
-8.8%	c1ccc(-c2noc(-c3ccno3)n2)nc1
-31.2%	COc1ccc(NC(=O)Nc2cccc(OCc3cc(=O)n4cccc(C)c4n3)c2)c(OC)c1
-13.1%	Cc1cccc(OCCSc2nc3ccc(NC(=O)COc4ccccc4)cc3s2)c1
-10.5%	Cc1ccc(-n2ncc3c(=O)n(Cc4cccc(Cl)c4)cnc32)cc1C
-12.6%	C=CCNC(=O)C(NC(=O)c1ccc2c(c1)OCO2)C1CCN(C(=O)c2cccc(F)c2)CC1 (stereo unspecified)
6.4%	CC(=O)N1CCC(Oc2ccc(Cl)cc2C(=O)N(C)Cc2csc(C)n2)CC1
-19.5%	CCOC(=O)c1cc(-c2ccc(C)cc2)n(CCC(=O)NCc2ccccc2)c1C
-12.5%	CC(C)(C)c1cc(-c2nc3ccccc3[nH]2)cc(C(C)(C)C)c1O
-18.3%[86.2 µM]	COCC(=O)N1CCN(C(=O)c2cccc(F)c2)C[C@H]1C(=O)OC
?	C=CCn1cc2c3c(cccc31)[C@H](CC(C)C)N[C@H](C(=O)NCCCN1CCCC1=O)C2
5.0%	COc1ccc(-c2noc(-c3nc(-c4ccccn4)no3)n2)cc1
-15.0%	CC(C(=O)NCCc1ccccc1)N1C(=O)COc2ccc(C(=O)COc3cccc(Cl)c3)cc21 (stereo unspecified)
-3.8%	COc1ccccc1C1NC(=O)N(CC(=O)N2CCCC2)C2=C1C(=O)OC2 (stereo unspecified)
19.4%	O=C(NCc1ccncc1)C(=O)Nc1nccs1
?	CC(C)CC1Nc2ccc(C(=O)NCCCOC(C)C)cc2NC1=O (stereo unspecified)
?	N#Cc1ccc(C2c3nc[nH]c3CCN2Cc2ccc3ccccc3n2)cc1 (stereo unspecified)
?	CCN(Cc1nccn1C)C(=O)c1ccc(NC[C@H]2C[C@H]3C=C[C@H]2C32CC2)nc1
2.1%	CCOc1ccc(NC(=O)Cn2nc(CC)n3c(cc4sccc43)c2=O)cc1
17.9%	CN(Cc1ccc(F)cc1)C(=O)c1cc(-c2ccncc2)nc2ccccc12
-28.2%	COc1cc(OC)c(NC(=O)N2CCOc3ccc(C)cc32)cc1Cl

# Rewritten with each value named: part of the list above
Structure: Cc1cccc(OCCSc2nc3ccc(NC(=O)COc4ccccc4)cc3s2)c1
- KDM5B inh: -13.1%
Structure: COc1ccc(NC(=O)Nc2cccc(OCc3cc(=O)n4cccc(C)c4n3)c2)c(OC)c1
- KDM5B inh: -31.2%

# The listing continues:
KDM5B inh	smiles
-14.0%	O=C(NC1(C(F)(F)F)N=C(c2ccccc2)N(Cc2ccco2)C1=O)c1cccs1 (stereo unspecified)
-12.5%	Fc1ccc(-c2[nH]ncc2CN(Cc2cccnc2)Cc2cccnc2)cc1
7.7%	C=CC[N+]12CCCCC1[C@H](CO)CCC2 (stereo partly specified)
3.3%	O=C(CCCc1nc2ccccc2o1)NCc1ccccc1F
2.3%	O=C(CC1CCCCC1)NC1CCN(C(=O)N2CC3CC(C2)[C@H]2CCCC(=O)N2C3)CC1 (stereo partly specified)
-28.0%	CCN(c1ccccc1)S(=O)(=O)c1ccc(F)c(C(=O)Nc2ccc(C)cc2)c1
-25.8%	Cc1cc(C(=O)NCC23CCCC=C2NC(=O)CC3)n(C)n1 (stereo unspecified)
-12.5%	O=C(c1cccnc1)N1CCC2(CC1)CC(N(Cc1ccc(F)cc1)C1CC1)CCO2 (stereo unspecified)
-2.3%	CCOC(=O)c1nc2ccccc2nc1NCc1ccco1
?	COc1ccc(Nc2cc(Sc3ccc(OC)cc3)ncn2)cc1
-10.8%[149 µM]	NC(c1ccccc1)c1nnc2n1CCN(C(=O)N1CCOCC1)C2 (stereo unspecified)
15.4%	O=C(NCC1CCCO1)C1COC2(CCN(C(=O)c3ccccc3F)CC2)N1C(=O)c1ccccc1 (stereo unspecified)
12.6%	CCCN1CCC(Oc2cccc(C(=O)NCCc3ccccc3)c2)CC1
9.7%	Cc1cc(C)c(S(=O)(=O)N(C)C(=O)c2cc3c(s2)CCCCCC3)c(C)c1
19.4%	Cc1nc2ccc(C(=O)OC(C)C(=O)NC3CCCCCC3)cc2nc1C (stereo unspecified)
-0.1%	Cc1c(C(=O)N(C)C)sc2c1c(=O)n(-c1ccc(Cl)cc1)c(=O)n2CC(=O)C(C)(C)C
-8.0%	CCOC(=O)N1CCc2c(sc3nc4n(c(=O)c23)N=C(c2ccc(OC)cc2)CS4)C1
-20.2%	COC(=O)c1cccnc1-n1c(=O)c2cccnc2n(CC(=O)Nc2c(C)cc(C)cc2C)c1=O
11.1%	Cc1ccc(-c2nc3ncccc3o2)cc1NC(=O)CC12CC3CC(CC(C3)C1)C2
-15.3%	Cc1ccc(-n2nnc(-c3nsc(NC(=O)c4ccccc4)n3)c2C)cc1

# Reformatted as labelled records: 4 of the compounds above.
Cc1ccc(-n2nnc(-c3nsc(NC(=O)c4ccccc4)n3)c2C)cc1
  KDM5B inh: -15.3%
O=C(CC1CCCCC1)NC1CCN(C(=O)N2CC3CC(C2)[C@H]2CCCC(=O)N2C3)CC1 (stereo partly specified)
  KDM5B inh: 2.3%
O=C(NCC1CCCO1)C1COC2(CCN(C(=O)c3ccccc3F)CC2)N1C(=O)c1ccccc1 (stereo unspecified)
  KDM5B inh: 15.4%
O=C(c1cccnc1)N1CCC2(CC1)CC(N(Cc1ccc(F)cc1)C1CC1)CCO2 (stereo unspecified)
  KDM5B inh: -12.5%

# Carrying on:
KDM5B inh	smiles
3.4%	COC(=O)/C=C1\N/C(=N\c2nc(C)cc(C)n2)N(c2ccc(Cl)cc2)C1=O
10.9%	COc1ccccc1CNC(=O)c1scnc1C
-4.6%	CCOc1cccc2sc(N3CCN(C(=O)C4CC4)CC3)nc12
-4.0%	CC1=C(C(=O)Nc2ccc(Cl)cc2C(=O)NCCc2cccs2)SCCO1
-13.7%	CCC(C)N(C(=O)COC(=O)CN=C1NS(=O)(=O)c2ccccc21)C1CCS(=O)(=O)C1 (stereo unspecified)
-0.8%	Cc1ccc(NC(=O)C2Cc3ccccc3N2C(=O)c2ccccc2)cc1Cl (stereo unspecified)
23.8%	FC(F)(F)C1(C(F)(F)F)C2C=CC(C2)N1c1nccs1 (stereo unspecified)
26.3%	Cc1cnc(CCNC(=O)C2CCOCC2)n1C(C)C
27.9%	COCCN1CCN(C(=O)CC(c2ccccc2)c2ccc(Cl)cc2)CC1 (stereo unspecified)
?	O=C(O)Cc1sc(Nc2ccccc2)nc1-c1ccccc1
-0.8%	CC1CCN(S(=O)(=O)c2ccc3c(c2)N(CC(=O)O)C(=O)CO3)CC1
-9.4%	CN1C(=O)CS(=O)(=O)C12CCN(C(=O)c1ccncc1)CC2
?	Cc1ccc(-n2c(-c3ccco3)nc3c(cnn3-c3ccccc3Cl)c2=O)cc1
-29.4%	CCC(C)NC(=O)NC1CCN(c2nc3ccccc3n(C)c2=O)CC1 (stereo unspecified)
35.4%[activator]	CCn1c(CN(C)Cc2nc3c(C)cccc3[nH]2)nnc1C1CC(N)C1 (stereo unspecified)
-6.7%	CSc1ccc(CNC(=O)c2noc(-c3ccc(C)cc3)n2)cc1
9.1%	CN(Cc1cn(Cc2ccccc2)nn1)S(=O)(=O)c1ccc(F)cc1Br
-7.2%[115 µM]	CCCN1CCCC2(Cc3ccccc3CN(C(=O)c3c(C)noc3C)C2)C1 (stereo unspecified)
-20.6%	O=C(Cn1nc2c(cc1=O)CCCC2)NCC1CCCO1 (stereo unspecified)
-0.4%	Cc1ccc(Cl)cc1NC(=O)c1nc2ccccc2nc1N1CCN(C)CC1
?	COCC1CN(C2CCC2)CC12CCN(C(=O)c1ccoc1)CC2 (stereo unspecified)
-16.3%	O=C(c1cc(F)ccc1F)N1CCCC(c2nc(C3CCOCC3)no2)C1 (stereo unspecified)
-8.6%	Cn1c(=O)[nH]c(=O)c2c1nc(N1CCCC1)n2CC(O)COc1ccc(Cl)cc1 (stereo unspecified)
?	Cc1ccc2cc(/C=C/C(=O)c3c(C)coc3C)c(Cl)nc2c1
-23.7%	COCCCn1c(C)cc(C(=O)N2CCCC(CO)CCNC(=O)CC2)c1C (stereo unspecified)
3.1%	CC(C)(C)c1ccc(S(=O)(=O)N2CCN(CC(O)COCC3CCCO3)CC2)cc1 (stereo unspecified)
6.7%	CC1=C(C(=O)Nc2cccnc2)C(c2cccc(F)c2)n2nc(SCc3ccccc3)nc2N1 (stereo unspecified)
-8.6%	Cc1ccc(C2=NN(C(=O)CNc3ccc(C(=O)N(C)C)cc3)C(c3ccco3)C2)cc1 (stereo unspecified)
-7.4%	Cc1ccc(C)c(NC(=O)CN2C(=O)NC3(CCC(C)CC3)C2=O)c1 (stereo unspecified)
-5.3%	Cc1ccc(CNC(=O)Cc2c(C)c3c(cc(C)c4c(C)coc43)oc2=O)cc1
?	COc1ccc(/C=C/C(=O)Nc2ccc3nc4c(c(Nc5ccc(OC)c(OC)c5)c3c2)CCCC4)cc1
-11.9%[86.2 µM]	O=C(c1ccccn1)N1CC[C@H]2COC(=O)N2c2cc(F)ccc2C1
?	COc1ccc2c(c1)c1c(c(=O)n(-c3ccc(F)c(Cl)c3)c(=O)n1Cc1ccccc1F)n2C
-1.0%	O=C(CSc1nc2ccccc2n1Cc1ccccc1)N1CCN(c2ccc(F)cc2)CC1
31.4%	COC(=O)c1sccc1NC(=O)CC1C(=O)NCCN1C(=O)Nc1ccccc1 (stereo unspecified)
22.0%	CC(C)(NC1CCCCC1)c1nnnn1-c1ccccc1
-2.2%	Cc1c(C)[n+](=O)c2ccccc2n1[O-]
-5.4%	O=C(CC1CCCC1)N1CCCC(c2nc(C3CCOCC3)no2)C1 (stereo unspecified)
26.2%	C=CCN1C(=O)[C@@H](CC(=O)N2CCSCC2)[C@]2(C(=O)OCC)CCCCC/C=C/12
-11.0%[115 µM]	CCNC(=O)N1C[C@@H]2OCC(=O)N(C(C)C)[C@@H]2C1
21.6%	Cc1cc(C)n(C2CN(c3cc(C4CC(O)C4)nc(C)n3)C2)n1 (stereo unspecified)
14.4%	Cc1nn2c(NCCN(C)C)c3c(nc2c1-c1ccccc1)CCCC3
-5.0%	CC(=O)N1CCC(Oc2ccc(Cl)cc2C(=O)N(C)Cc2sccc2C)CC1
10.3%	Cc1ccc(C(=O)COC(=O)c2n[nH]c(=O)c3ccccc23)cc1
19.7%	COc1ccc(-c2c(NC(=O)c3ccc(F)cc3)oc3ccccc3c2=O)cc1
-4.9%	CCC(C)NC(=O)N1CC(n2cc(C(=O)N3CCOCC3)nn2)C1 (stereo unspecified)
?	Cc1cccc(N2CCN(S(=O)(=O)c3cc(C(=O)Nc4ccc(Oc5ccccc5)cc4)ccc3F)CC2C)c1 (stereo unspecified)
?	CN(C)c1ccc(-c2nc3cnccn3c2Nc2cccc(C(F)(F)F)c2)cc1
-8.3%	COC(=O)c1c(C)cccc1NS(=O)(=O)c1c(C)nn(C)c1C
-22.9%	O=C(CCc1ccccc1)Nc1cnc(-c2cccnc2)nc1
-8.6%	COc1ccc(OC)c(NC(=O)Cn2nc3n(c2=O)CCCCC3)c1
-25.3%	COc1cc(OC)cc(C(=O)NCc2cc(=O)n3nc(-c4ccccc4)sc3n2)c1
9.1%	COc1ccc(C(=O)NC2CCCCCC2)cc1C
-20.5%	O=C(N[C@@H]1CN(Cc2ccccc2)C[C@H]1CO)c1cn[nH]c1
?	COc1ccccc1CNC(=O)c1cnc2sc(N3CCCCCC3)nn2c1=O
21.8%	CC(C)(O)C1CCCN(C(=O)c2cc(COc3cccc(F)c3)[nH]n2)C1 (stereo unspecified)
-7.1%	CCN1CCC(O)C(C)C1C (stereo unspecified)
-29.3%	CN(C)c1ccc(NC(=O)c2cc(C(C)(C)C)cc(C(C)(C)C)c2)cc1
5.7%	CCOCc1nc(C2CCCN(C(=O)NC3CCCC3)C2)no1 (stereo unspecified)
4.7%	CCN(CC)C(=O)CSc1nnc(-c2ccccc2OC)n1N

# (further entries)
KDM5B inh	smiles
-2.0%	COc1ccc(N2CC(C(=O)N3CCCC(C)C3)CC2=O)cc1 (stereo unspecified)
3.8%	Cn1cnc(S(=O)(=O)N2CCC(C(=O)Nc3ccc(OC(F)(F)F)cc3)CC2)c1
?	CCCCN(C(=O)COC(=O)c1n[nH]c2ccccc12)C1CCS(=O)(=O)C1 (stereo unspecified)
-4.8%	O=S(=O)(c1cccc(Cl)c1)N1CCC(n2cnnc2C2CC2)CC1
-5.8%[86.2 µM]	CN1C(=O)C2(CCN(Cc3cncs3)C2)c2ccccc21 (stereo unspecified)
i	CN(C)CCNC(=O)C[C@H]1NC(=O)c2ccccc2NC1=O
14.0%	C=CCOc1ccccc1C(=O)Nc1ccc(C#N)cc1
?	COc1ccccc1CNC(=O)c1ccc(-c2csc(C3CC3)n2)cc1
4.8%	O=C(CSc1nc(-c2ccccc2)nc2c1CCCC2)c1ccc(F)cc1
14.6%	N#Cc1cc(Cl)ccc1OCc1ccccc1
-11.6%	COc1ccc(C)cc1NC(=O)CCc1ccc2c(c1)CN(C(=O)C1CC1)CCO2
0.4%[86.2 µM]	O=C(NCCc1ccccn1)c1c[nH]c2ncccc12
-10.2%	C=CCc1cccc2cc(C(=O)Nc3ccc(F)cc3)c(=O)oc12
?	CC(C)(C)c1ccc(CSC2=Nc3ccccc3C3=NC(CC(=O)NCc4cccs4)C(=O)N23)cc1 (stereo unspecified)
-13.4%	CC(C)N1C(=O)C2(CCCC2)C1C(=O)N1CCN(C2CCCCC2)CC1 (stereo unspecified)
-1.3%	O=[S+]1([O-])NC2(CCN(Cc3cccc4ccccc34)C2)CNc2ccccc21 (stereo unspecified)
?	Cc1ccc2nc([C@H]3CCN(Cc4ccc(S(C)(=O)=O)cc4)C3)[nH]c2c1
